Peg3 prom inh = Peg3 promoter-driven luciferase inhibitors, primary screen, cell-based, HeLa, luciferase luminescence; HeLa PEG-Prom luciferase reporter, overnight; inhibition, % at 20 µM; 360,000 tested, 1.7% active; AID 588405, 2011;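 active means inhibition of at least 50% at 20 µM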
aDG glyco up = activators of alpha-DG glycosylation, primary screen, uHTS, Pro5-aDG cells, AlphaScreen; alpha-DG glycosylation AlphaScreen (IIH6); 0% Pro5, 100% B10-LARGE cell signal; 360,000 tested, 0.22% active; activation, % at 10 µM;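 active means activation of at least 8% versus controls, or a plate z-score of at least 8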;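 further: Pro5 are CHO cells carrying HIG-tagged alpha-DG that lacks glycosylation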
Shn3 inh set2 = reduction of Shn3 3'UTR firefly luciferase signal, primary screen, Schnurri-3 inhibitor project, cell-based, Clone20 osteoblasts, set 2; Clone20 osteoblast Shn3 3'UTR firefly luciferase, 24 h; inhibition, % at 12.5 µM; 360,000 tested, 0.52% active; AID 588674, 2011;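 active means mean inhibition of at least 75% with every replicate also reaching 75%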;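 further: 0% = median of neutral control wells and 100% = pilot-screen positive control compound; some compounds past the cut are filed as inactive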
NR2E3 ag-1 = NR2E3 agonists in two-hybrid cells, primary screen, cell-based, luminescence, CHO-S, Gal4-NCOR/VP16-NR2E3; Photoreceptor-specific nuclear receptor (Homo sapiens), Q9Y5X4; luciferase; inhibition of corepressor binding, % at 3.98 µM; 360,000 tested, 0.35% active; AID 602229, 2012;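 active means inhibition above the mean of all tested compounds plus 3 SD, cut at about 70% in these data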;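 further: 0% = DMSO with NR2E3 transfected cells and 100% = cells lacking NR2E3 construct; higher means lower luciferase signal from less NR2E3 corepressor binding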
Target sequence (Q9Y5X4 whole entry, looked up, the tested form may be a part): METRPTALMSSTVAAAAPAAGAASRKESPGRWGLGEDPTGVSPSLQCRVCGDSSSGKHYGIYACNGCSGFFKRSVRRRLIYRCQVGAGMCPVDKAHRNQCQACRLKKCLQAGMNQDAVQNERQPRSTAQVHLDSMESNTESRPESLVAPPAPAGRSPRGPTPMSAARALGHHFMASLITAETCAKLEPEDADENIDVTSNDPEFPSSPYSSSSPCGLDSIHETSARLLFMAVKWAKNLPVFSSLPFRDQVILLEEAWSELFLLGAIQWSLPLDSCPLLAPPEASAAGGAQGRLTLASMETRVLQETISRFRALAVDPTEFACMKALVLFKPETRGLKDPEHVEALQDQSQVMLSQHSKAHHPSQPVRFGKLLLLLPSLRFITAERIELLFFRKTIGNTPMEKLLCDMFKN
hiPSC survival = enhancers of single-cell hiPSC survival, primary screen, ATPlite luminescence; survival enhancement, % at 20 µM; AID 602274, 2012; 360,000 tested, 0.044% active; 100% = ROCK inhibitor wells, 0% = DMSO; in the data active means survival enhancement above about 18%;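 further: cells exposed to compounds for 16 hours before the ATP read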
CF NFkB block = inhibitors of PAF-induced NF-kB signaling, primary screen, cell-based, GFP fluorescence, uHTS; KKLEB NF-kB-GFP reporter, GFP fluorescence overnight; inhibition, % at 5 µM; 360,000 tested, 0.86% active;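 active means at least 50% inhibition at 5 µM, scaled per plate between neutral and stimulator controls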;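 further: PAF is a Pseudomonas aeruginosa culture filtrate used as stimulus; plate controls were PAF-stimulated DMSO wells for no effect and unstimulated DMSO wells for full effect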
KKLEB tox = cytotoxicity in KKLEB CF airway cells, primary screen, cytotoxicity control for CF NF-kB inhibitor project, cell-based, uHTS, fluorescence assay plates; KKLEB CF airway cells viability, ATPlite luminescence, overnight; hits give low values; cells stimulated with P. aeruginosa culture filtrate; activity change (cytotoxicity), % at 5 µM; 360,000 tested, 0.36% active; AID 602141, 2011;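 active means corrected activity change at or below -50% at 5 µM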
MITF TRPM1 inh = inhibitors of MITF-dependent TRPM1 promoter reporter, primary screen, cell-based, SK-MEL-5, single point, luciferase; SK-MEL-5 TRPM1 promoter luciferase, 24 h; inhibition, % at 12.5 µM; 330,000 tested, 0.83% active; AID 488899, 2010;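 active means mean inhibition across replicates of 60% or more, whatever share of single replicates reaches that level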; further: values of inactives mirror those of a sister screen read the other way
HIF-2a block = HIF-2a reporter inhibitors, primary screen, luminescence, 786-0 RCC cells; 786-0 RCC cells HIF-2a reporter, luciferase luminescence, overnight; inhibition, % at 18.8 µM; 360,000 tested, 0.72% active; AID 624352, 2012;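 active means inhibition of the luminescence signal of 40% or more relative to plate controls, in a single-dose primary screen at 18.75 µM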
TWEAK-Fn14 inh = inhibitors of TWEAK-Fn14 signaling, primary screen, luciferase reporter cells, uHTS; TWEAK-stimulated Fn14 reporter cells, luciferase luminescence, 8 h; inhibition, % at 10 µM; 360,000 tested, 2% active; AID 1159606, 2016; in the data active means inhibition above about 50%
NR2E3 ag-2 = inhibitors of NR2E3-RetCOR corepressor binding, primary screen, NR2E3 agonist project, biochemical, TR-FRET, GST-NR2E3, biotin-RetCOR; Photoreceptor-specific nuclear receptor (Homo sapiens), Q9Y5X4; 1536-well; inhibition of corepressor binding, % at 4.78 µM; 320,000 tested, 0.12% active; AID 2300, 2010;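 active means percent inhibition above the cutoff of mean plus 3 SD of all tested compounds, set per screening campaign, cut at about 20% in these data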;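 further: 0% = DMSO wells and 100% = biotin wells as full block of FRET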
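Material – GST-tagged NR2E3 plus biotinylated RetCOR corepressor · Quantity – NR2E3 fusion 1.35 nM · Times – 5 h incubation at 4 °C · Medium – pH 7.5 Tris-based buffer · Technique – TR-FRET, Eu(K)-anti-GST donor, streptavidin-D2 acceptor, ex 340, em 617/671 nm · Benchmarks – high control biotin, low control 0.6% DMSO · Format – 1536-well plates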
* hit, by the source's call; . = not tested or not shown.

SMILES | Peg3 prom inh | aDG glyco up | Shn3 inh set2 | NR2E3 ag-1 | hiPSC survival | CF NFkB block | KKLEB tox | MITF TRPM1 inh | HIF-2a block | TWEAK-Fn14 inh | NR2E3 ag-2
COc1ccc(N2C(=O)CC(N3CCN(Cc4ccc5c(c4)OCO5)CC3)C2=O)cc1 (stereo not drawn) | 8 | -0.4 | 5 | -18 | -0.5 | -15 | 5 | 5 | 10 | 2 | -1
COc1ccc(S(=O)(=O)NC(=O)C2(C)CCN2C(=O)CCC2CCCC2)cc1OC (stereo not drawn) | 13 | 3.0 | -3 | 6 | 1.7 | -22 | 11 | . | 19 | -11 | .
COc1ccc(NC(=O)Nc2cccc3c2O[C@H](CN(C)S(C)(=O)=O)[C@@H](C)CN([C@H](C)CO)C3=O)cc1 | -22 | 1.0 | -19 | 1 | -1.2 | -9 | -6 | -12 | -16 | -7 | .
CC(C)(C)c1ccc(-n2ncc3c2CCCC3NC(=O)CCC2=NNC(=O)CC2)cc1 (stereo not drawn) | 0 | 0.8 | 75 | 10 | -0.5 | -20 | 14 | . | -11 | 4 | .
CCOc1ccc2nc(COC(=O)c3cccs3)c(C(C)=O)[n+]([O-])c2c1 | -1 | 0.0 | -9 | -3 | -0.3 | 3 | -2 | 3 | 6 | 33 | 2
FC(F)(F)c1ccccc1NC(=S)N1CCCC1 | 5 | 0.0 | -5 | -13 | -0.1 | -25 | -13 | -5 | 19 | 11 | -2
O=C(Nc1ccc(F)cc1F)c1ccc2c(=O)n3c(nc2c1)CCC3 | -101 | -0.3 | -39 | -134 | -0.5 | 3 | -10 | -46 | -168 | 6 | .
CCCCn1nnnc1C(c1ccccc1)N1CCN(c2ccccn2)CC1 (stereo not drawn) | . | 0.2 | . | -13 | 0.7 | . | . | . | -6 | 5 | .
O=C(CNc1cc(S(=O)(=O)N2CCOCC2)ccc1NCC1CCCO1)Nc1ccc(C(F)(F)F)cc1 (stereo not drawn) | 16 | 0.2 | 1 | -16 | 1.7 | -13 | 14 | 3 | 7 | -7 | 0
COc1ccccc1CN1C[C@@H]2C[C@@H](c3[nH]c4ccc(C)cc4c3C)N3CCC[C@@]23C1=O | 23 | 0.1 | 2 | -2 | 1.0 | -15 | 0 | 18 | 4 | 16 | 3
O=C(Nc1nnc(Cc2ccccc2)s1)c1ccco1 | -152 | -0.3 | -39 | -65 | 2.7 | -2 | 0 | -46 | -220 | -17 | 6
CCC(CC)c1nnc(NS(=O)(=O)Cc2ccccc2)s1 | -7 | -0.2 | 0 | -24 | -1.1 | 10 | 6 | -4 | 5 | -8 | 1
COc1ccc(C)c2sc(N(CCCN(C)C)C(=O)c3ccc(S(=O)(=O)N(C)C)cc3)nc12 | 7 | 0.6 | 4 | -8 | -1.4 | 12 | -3 | -1 | 4 | 2 | 2
CCCCn1c(C)nc2c(=O)n(C)c(=O)[nH]c21 | 2 | -0.2 | -2 | 11 | 3.7 | 7 | 2 | 16 | 10 | -4 | 0
Cc1c(NS(=O)(=O)c2ccc(NCCN3CCOCC3)c([N+](=O)[O-])c2)c(=O)n(-c2ccccc2)n1C | 17 | 0.1 | 7 | -17 | 0.3 | -5 | -15 | 10 | 15 | 3 | 1
CCCNC(=O)C1(C)CCCN(C(=O)c2ccc(C)c(F)c2)C1 (stereo not drawn) | 1 | 0.0 | 6 | -4 | -2.0 | 3 | -8 | . | -1 | 4 | .
CC1(C)N=C(SCC(=O)Nc2ccc(Cl)cc2)C(c2ccc(Cl)cc2)=N1 | 40 | 0.5 | 26 | -32 | -1.2 | 1 | -17 | 1 | 26 | 5 | 2
O=C(OCC(=O)N1CCC(Cc2ccccc2)CC1)c1ccc(O)cc1 | -43 | -0.2 | -7 | -13 | -1.1 | 11 | -2 | . | -21 | -17 | .
O=C(Nc1cccc(Cl)c1)c1csc([C@@H]2C[C@H](O)[C@@H](CO)O2)n1 | -46 | -0.1 | 3 | -3 | 1.5 | 3 | 0 | . | -69 | 13 | .
O=S(=O)(c1ccc(F)cc1)N1CCn2c(nc3ccccc32)C1 | 5 | 0.2 | 18 | -2 | -2.6 | 12 | 3 | . | -3 | 0 | 2
CC(C)(C)C(=O)Nc1nnc(-c2ccccc2)c(-c2ccccc2)n1 | 14 | 0.2 | 9 | 3 | -0.4 | -2 | 2 | 3 | 8 | -40 | 3
O=C(O)c1ccccc1N/N=C/c1cc(Br)cc(Br)c1O | -327 | 0.0 | -101 | -159 | -0.2 | -18 | 5 | -82 | -333 | 26 | 2
O=C(NC1CCCCC1)c1c(O)nc2sccn2c1=O | 16 | -0.2 | -5 | -13 | 0.0 | -1 | 4 | -1 | -8 | -5 | -1
CCOC(=O)COc1ccc(S(=O)(=O)NCC2CCCO2)cc1 (stereo not drawn) | 2 | -0.2 | -3 | 15 | 0.4 | -3 | -6 | 12 | 6 | 6 | 0
CCc1nc(SCc2ccccc2C#N)n[nH]1 | -10 | 0.1 | -3 | -21 | -0.5 | -1 | 1 | -7 | -23 | -26 | .
O=C(COC(=O)CCc1c[nH]c(=O)[nH]1)Nc1ccccc1Cl | 13 | -0.4 | -7 | -3 | -1.8 | -1 | 6 | -7 | 11 | -5 | 2
CC(=O)c1cc2c(cc1NC(=O)c1cc(C)nn1-c1ccccc1)OCO2 | 28 | 0.0 | 7 | -23 | -3.4 | 10 | -15 | . | 9 | -28 | -1
COc1ccc(C(=O)c2c(C)oc3cc([N+](=O)[O-])c(O)c([N+](=O)[O-])c23)cc1 | 16 | -0.1 | 3 | -15 | 2.1 | 5 | 17 | -4 | 1 | 15 | 2
CC(=O)NC1N=C(C)N(c2ccccc2)C1=O (stereo not drawn) | -4 | -0.2 | -26 | 9 | -3.7 | 10 | -14 | -2 | -1 | 17 | 1
COc1cccc(=O)c2c(C)n(CC(=O)c3ccccc3)c(C)c12 | 25 | -0.2 | -1 | -24 | 0.1 | 0 | 8 | -7 | 8 | 12 | -2
Cc1cc(C)c(S(N)(=O)=O)c(C)c1N(C)S(=O)(=O)c1ccc(Cl)cc1 | 23 | -0.1 | 11 | 24 | 0.3 | 21 | -2 | -14 | 16 | 0 | 3
COc1cccc(NC(=O)CN(C)C(=O)CCNC(=O)c2ccccc2Cl)c1 | -5 | -0.3 | 3 | -5 | -1.9 | 21 | -3 | 1 | -6 | -11 | 3
O=S(=O)(Nc1ncccn1)c1ccc(NC(=S)NCCc2ccccc2)cc1 | 5 | -0.1 | -16 | 3 | -0.6 | -5 | 6 | 17 | 5 | -5 | 6
CCOC(=O)C(NCCc1ccccc1)(NC(=O)CC)C(F)(F)F (stereo not drawn) | -10 | 0.9 | -13 | -23 | 0.2 | 3 | 0 | 9 | 7 | 18 | 1
COc1ccc(-c2cc(=O)[nH][nH]2)cc1 | -15 | -0.3 | 6 | -10 | 2.7 | 3 | 2 | -1 | -18 | -6 | 0
CC(C)C(=O)NC(C)C(c1cccs1)N1CCN(C)CC1 (stereo not drawn) | 3 | -0.1 | 1 | -15 | -3.1 | -7 | 11 | 8 | 15 | -4 | -4
CSCC[C@H](NC(=O)OC(C)(C)C)C(=O)N/N=C/c1cccc2nccnc12 | -2 | -0.1 | -34 | -13 | -0.8 | 18 | -15 | 7 | 22 | 93* | -6
COc1ccc(OC)c(C2CC(=O)c3c([nH]c(C(=O)OCC4CCCO4)c3C)C2)c1 (stereo not drawn) | 19 | -0.1 | 16 | 4 | -0.8 | 15 | 2 | 7 | -91 | 39 | -4
CCCN1CN(Cc2ccccc2)CC2=C1CC(C)(C)CC2=O | 7 | 0.4 | 9 | 12 | -1.7 | -1 | -3 | -4 | 8 | 28 | 0
CCC(=O)Nc1nnc(Sc2ccc(N(C)C)cc2)s1 | -1 | 0.0 | -20 | 3 | 1.5 | 8 | -2 | 1 | -13 | -8 | 3
Cc1ccc(Cc2c(-c3ccc(Cl)cc3)nc3c4ccccc4ccn23)cc1 | . | 1.5 | . | -28 | -1.8 | . | . | . | -42 | 22 | .
COCCCn1c(C)nnc1SCC(=O)Nc1cccc(C)c1 | -2 | -0.1 | -26 | -5 | -0.5 | 4 | 9 | 12 | 10 | 6 | .
CCOc1cc(CNc2ccc3c(c2)CCC3)ccc1O | -49 | 0.1 | -37 | -30 | -3.9 | 5 | -9 | -4 | -43 | 49 | -1
COc1ccc(C2CC(c3ccc(Br)cc3)=NN2C(=O)CSC2=NN3CCCC(=O)N=C3S2)cc1 (stereo not drawn) | -9 | -0.5 | 22 | 23 | -0.4 | 20 | -3 | 17 | 6 | 3 | 0
Cc1ccc(C(=O)Nc2ncn[nH]2)cc1 | -20 | -0.1 | -21 | -14 | 2.2 | 6 | -5 | -13 | -22 | 0 | -1
S=c1[nH]nc(CNc2cccc(Cl)c2)o1 | -2 | -0.2 | 7 | -16 | -0.4 | -1 | 10 | 4 | 14 | -8 | 1
COc1ccc(NC(=O)Nc2ccc3c(c2)C(=O)N([C@H](C)CO)C[C@@H](C)[C@@H](CN(C)C(=O)C2CCCCC2)OCCCC[C@H](C)O3)cc1 | 6 | -0.4 | 3 | -19 | -1.9 | 20 | -1 | . | 2 | 12 | .
CC(C)(CN1CCCC1)NS(=O)(=O)c1ccc(Cl)cc1 | -3 | -0.1 | -8 | 1 | -0.1 | 4 | 2 | 0 | 10 | 22 | 1
CCCn1c(C)cc(-c2csc(N)n2)c1C | 8 | 0.0 | 10 | -20 | 1.2 | -14 | 5 | -3 | -1 | 1 | 2
CC(=O)c1c(C)[nH]c(C(=O)N(CCc2ccccc2)Cc2ccccc2)c1C | 3 | 0.3 | 31 | 20 | -0.9 | -14 | -7 | 0 | -26 | 24 | 0
C#CCNC(=O)C[C@@H]1C[C@@]2(C(=O)OC)CCCCC=C2N(Cc2ccco2)C1=O | . | -0.2 | . | 4 | 1.8 | . | . | . | -14 | 18 | .

Source: PubChem
